Compound activity (PubChem)
RPL19A TOR yeast: alters RPL19A-GFP fluorescence in TOR pathway yeast screen; percent response vs DMSO, % at 10 µM; S. cerevisiae RPL19A-GFP strain, flow cytometry, 3 h; hits give low values; actives 0.3% (n = 330,000); AID 2025;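 active = percent response vs DMSO below 50%; inconclusive = fewer than 70 events counted for the yeast strain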;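 note: median channel GFP fluorescence of the barcoded RPL19A-GFP strain; ratio of sample median GFP to plate DMSO average so 100% = DMSO; lower means less RPL19A-GFP as with rapamycin TOR inhibition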
Efflux pump inh: antifungal efflux pump inhibition, Nile Red retention; inhibition, % at 10 µM; S. cerevisiae Candida pump triplex; AID 485275; actives 0.44% (n = 330,000);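 active = plate passing quality check with inhibition over a set limit, or well fluorescence over plate mean plus 4 SD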;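 note: Nile Red retained in pooled yeast measured as flow cytometry median fluorescence; 0% = buffer negative control and 100% = Enniatin B positive control; higher means more Nile Red kept so more efflux inhibition; some compounds called inactive have numbers as strong as hits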
LAP4-GFP MLPCN: yeast TOR pathway LAP4-GFP modulation; S. cerevisiae LAP4-GFP multiplex, flow cytometry GFP, 3 h; median GFP as percent of DMSO wells; AID 2023; actives 0.34% (n = 320,000); GFP response vs DMSO, % at 10 µM;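 active = GFP response vs DMSO above a set limit, about the screen mean plus 3 SD, cut at about 150% in these data; inconclusive = under 70 cell events counted for the yeast strain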
MEP2 TOR yeast: yeast TOR pathway MEP2-GFP modulation | S. cerevisiae MEP2-GFP strain, flow cytometry GFP, 3 h; 100% = DMSO control level | GFP response vs DMSO, % at 10 µM | actives 0.51% (n = 330,000) | AID 2016;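 active = GFP response versus DMSO above a set limit, roughly screen mean plus 3 SD, cut at about 180% in these data; inconclusive = fewer than 70 cells counted for a yeast strain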;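 note: median GFP fluorescence of the barcode-gated MEP2-GFP cells per well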
Yeast superoxide: lowers age-related superoxide in aged yeast cells; S. cerevisiae aged cells, superoxide DHE fluorescence; hits give low values; actives 0.18% (n = 330,000); superoxide response (% of plate mean), % at 10 µM;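 active = superoxide response under a set limit, about three screen SD below normal, cut at about 65% in these data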;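 note: yeast aged for seven days with compound at 30 °C before DHE staining; 100% = average MFI of all compound-treated wells on the plate with controls excluded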
AGP1 TOR yeast: alters AGP1-GFP fluorescence in TOR pathway yeast screen; S. cerevisiae AGP1-GFP multiplex flow cytometry, 3 h; GFP as percent of DMSO wells; GFP response vs DMSO, % at 10 µM; actives 0.02% (n = 320,000);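 active = GFP response relative to DMSO above a set limit, near screen average plus 3 SD, cut at about 150% in these data; inconclusive = fewer than 70 cells counted for the yeast strain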;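 note: median GFP channel fluorescence of the gated AGP1 strain per well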
CIT2 TOR yeast: yeast TOR pathway CIT2-GFP modulation; S. cerevisiae CIT2-GFP strain, flow cytometry, 3 h; 100 means same as DMSO wells; GFP response vs DMSO, % at 10 µM; actives 0.065% (n = 320,000); AID 2029;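 active = GFP response relative to DMSO above a set limit, near the screen mean plus 3 SD, cut at about 150% in these data; inconclusive = Fewer than 70 cells measured for a yeast strain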;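 note: ratio of well median GFP fluorescence to mean of DMSO wells on the plate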
AHR act: human AHR activation; AID 2796; actives 2.5% (n = 320,000); AHR-responsive luciferase reporter cells, luminescence; activation, % at 5 µM; P35869; in the data active = activation above about 47%;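 note: 0% = vehicle wells and 100% = reference agonist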
Target sequence (P35869 whole entry, looked up): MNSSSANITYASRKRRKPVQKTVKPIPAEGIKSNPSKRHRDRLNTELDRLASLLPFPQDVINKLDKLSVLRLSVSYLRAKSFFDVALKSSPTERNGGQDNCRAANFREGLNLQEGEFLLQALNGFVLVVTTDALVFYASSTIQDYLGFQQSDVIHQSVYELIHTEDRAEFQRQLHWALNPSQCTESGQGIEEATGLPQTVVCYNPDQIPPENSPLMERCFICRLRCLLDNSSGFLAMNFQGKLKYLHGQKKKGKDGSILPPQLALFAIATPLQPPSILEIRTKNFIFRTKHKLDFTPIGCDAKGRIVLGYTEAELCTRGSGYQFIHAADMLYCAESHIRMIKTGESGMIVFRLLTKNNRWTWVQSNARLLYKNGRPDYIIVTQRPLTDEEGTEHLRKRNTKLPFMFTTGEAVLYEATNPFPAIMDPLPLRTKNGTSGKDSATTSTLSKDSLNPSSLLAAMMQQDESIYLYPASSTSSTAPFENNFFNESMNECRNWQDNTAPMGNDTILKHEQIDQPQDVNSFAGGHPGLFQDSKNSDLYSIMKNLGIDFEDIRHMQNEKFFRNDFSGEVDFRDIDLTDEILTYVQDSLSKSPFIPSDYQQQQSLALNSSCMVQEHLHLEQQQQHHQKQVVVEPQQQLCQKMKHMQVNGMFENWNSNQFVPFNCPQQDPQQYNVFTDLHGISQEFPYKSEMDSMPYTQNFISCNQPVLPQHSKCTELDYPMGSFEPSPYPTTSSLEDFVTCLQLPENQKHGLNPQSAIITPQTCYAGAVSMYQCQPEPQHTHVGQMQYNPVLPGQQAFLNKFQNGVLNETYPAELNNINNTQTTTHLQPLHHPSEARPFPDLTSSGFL
Starred values were filed as active, the others as inactive; ? = inconclusive; . = no result given.

Order of results – RPL19A TOR yeast	Efflux pump inh	LAP4-GFP MLPCN	MEP2 TOR yeast	Yeast superoxide	AGP1 TOR yeast	CIT2 TOR yeast	AHR act
CSc1ccccc1NC(=O)C1CCCO1 (stereo not drawn)
  98	-0.1	105	103	89	104	102	4
Cc1ccc(-n2nc3c(c2NC(=O)c2ccco2)CS(=O)C3)cc1 (stereo not drawn)
  108	-0.1	125	97	91	111	105	6
Cc1ccc(NC(=O)CC(NCC2CCCO2)C(=O)O)cc1C (stereo not drawn)
  92	0.3	92	97	106	89	83	0
CCc1cccc(CN2CCC(CNC(=O)Nc3ccc(Cl)cc3)CC2)c1
  97	0.4	102	96	108	100	95	0
COc1ccc(-c2coc3cc(O)ccc3c2=O)cc1OC
  .	-0.2	94	91	104	100	103	19
Cc1cc(OCC(=O)NC(C)(C)C)ccc1Cl
  101	0.2	113	103	114	102	98	2
COc1ccc(/C=N/NC(=O)CCn2nc(C)cc2C)cc1
  94	-0.2	99	91	99	106	96	3
CC(Oc1cccc(Cl)c1)C(=O)Nc1cc(S(=O)(=O)N2CCOCC2)ccc1N1CCCC1 (stereo not drawn)
  87	0.0	90	97	95	90	91	12
O=C1C=C(Nc2ccc(Cl)cc2)CC(c2ccccc2)C1 (stereo not drawn)
  101	0.6	93	102	98	103	101	41
O=C(Nc1ccc(Cc2nc3ccccc3s2)cc1)c1ccncc1
  107	0.0	97	103	95	98	103	1
COC(=O)c1ccc(NC(=S)NC2CC2)cc1
  103	0.0	107	102	97	101	101	0
O=C(CCS(=O)NCc1ccccc1)NCc1ccccc1 (stereo not drawn)
  96	0.7	95	90	98	101	97	0
Cc1ccc(S(=O)(=O)Nc2ccc(F)c(S(=O)(=O)N3CCOCC3)c2)cc1
  99	-0.1	91	103	110	104	106	2
Cc1ccc(C)c(NC(=S)NCCN2CCOCC2)c1
  107	-0.1	119	104	96	108	101	1
CCCN(CC1CC1)C(=O)CSc1ncnc2sccc12
  91	-0.1	92	90	84	92	90	9
O=c1[nH]c(CO)nc2c1oc1ccccc12
  86	0.0	90	94	108	87	88	0
O=C(CSc1nnc(-c2ccco2)o1)N1CCCCC1
  104	0.0	97	104	94	101	109	9
Cc1cc(N/N=C/c2ccc(Cl)cc2Cl)nc(NCc2ccccc2)n1
  90	0.1	120	89	102	99	84	7
COc1ccccc1NC(=S)NNC(=O)c1nn(C)c(C)c1Br
  99	-0.1	98	104	95	106	104	-1
O=C(COc1ccc(Cl)cc1Cl)NCC1(N2CCOCC2)CCCCC1
  94	0.3	96	105	105	96	84	-1
Cc1ccc(NC(=O)CSCC(=O)NCCc2ccccc2)c(C)c1
  97	0.5	93	97	114	92	91	1
O=[N+]([O-])c1ccc(C=Nc2cccc3ccccc23)s1
  108	-0.1	122	109	115	125	111	39
CCC(=O)c1ccc(N2CCN(C(=O)COc3ccc(F)cc3)CC2)c(F)c1
  102	-0.4	109	101	98	100	105	-1
CC(=O)c1c(C)n(C)c2ccc(OC(=O)c3ccco3)cc12
  101	-0.1	111	107	99	96	92	3
O=C(CCc1ccc(O)c(O)c1)N/N=C/c1cc2c(cc1[N+](=O)[O-])OCO2
  113	-0.1	79	99	100	95	88	.
COc1ccccc1C(=O)N(Cc1nc(-c2ccc(Cl)cc2)no1)C(C)C
  99	0.1	109	106	94	105	101	42
COC(=O)C(C)Sc1nc(NCc2ccccc2)nc(N(C)C)n1 (stereo not drawn)
  98	-0.1	105	97	80	105	96	2
COc1ccccc1-c1nnc(SCC(=O)NC2CC2)n1C
  ?	-0.1	?	?	107	?	?	0
Cc1cc(N)ccc1N=Nc1c(C)n(C)n(-c2ccccc2)c1=O
  102	-0.1	92	96	103	95	91	87*
Cc1ccc(NC(=O)c2cnn(C)c2)cc1[N+](=O)[O-]
  100	-2.7	97	96	94	85	92	2

Given in CSV form: two of the compounds above.
SMILES,RPL19A TOR yeast,Efflux pump inh,LAP4-GFP MLPCN,MEP2 TOR yeast,Yeast superoxide,AGP1 TOR yeast,CIT2 TOR yeast,AHR act
O=C1C=C(Nc2ccc(Cl)cc2)CC(c2ccccc2)C1 (stereo not drawn),101,0.6,93,102,98,103,101,41
O=C(Nc1ccc(Cc2nc3ccccc3s2)cc1)c1ccncc1,107,0.0,97,103,95,98,103,1

Later entries:
Order of results – RPL19A TOR yeast	Efflux pump inh	LAP4-GFP MLPCN	MEP2 TOR yeast	Yeast superoxide	AGP1 TOR yeast	CIT2 TOR yeast	AHR act
Cc1c(CC(=O)O)c(=O)oc2c(C)c3occ(-c4ccc(F)cc4)c3cc12
  104	-0.1	109	113	99	96	93	.
Cc1cccc(N(CC(=O)Nc2c(C)n(C)n(-c3ccccc3)c2=O)S(C)(=O)=O)c1C
  97	0.0	96	99	78	104	105	-3
Cc1csc2ncnc(NCCc3ccccn3)c12
  103	-0.1	102	111	119	101	103	-11
COc1cc(C(=O)Nc2cccc(S(=O)(=O)N3CCCC3)c2)c([N+](=O)[O-])cc1OC
  103	-0.2	104	94	96	112	112	2
O=C(O)COc1ccc2occ(C(=O)c3ccccc3)c2c1
  101	0.0	109	103	86	97	92	0
O=C(Nc1ccc(C2=NCCN2)cc1)c1ccc(C(=O)Nc2ccc(C3=NCCN3)cc2)c(Cl)c1
  101	0.2	107	107	96	107	112	0
Cc1cc(O)c(C(C)C)cc1N=Cc1cc([N+](=O)[O-])ccc1O
  97	-0.1	104	97	98	101	101	1
CC1CCCN(S(=O)(=O)c2ccc(C(=O)Nc3nnc(C4CC4)o3)cc2)C1 (stereo not drawn)
  97	-0.1	147	106	65*	103	97	2
CCN(CCO)Cc1csc2c(Br)cccc12
  92	-0.1	98	100	87	92	84	-2
CC(C)(C)C(=O)OC/C(N)=N/OC(=O)c1ccc(Cl)c(Cl)c1
  93	-0.1	119	93	127	75	92	-1
Cc1ccccc1-c1nn(-c2ccc(F)cc2F)cc1CNCCN(C)C
  100	-0.3	115	137	104	101	112	3
S=c1[nH]cnc2scc(-c3ccc(Br)cc3)c12
  96	0.0	111	109	108	99	98	-5
N#CC1=C(N)C2=CCCC[C@H]2[C@H](c2ccccc2)C1(C#N)C#N
  100	0.2	100	102	90	98	92	2
Cc1ccc(S(=O)(=O)N(C)C)cc1NC(=O)C1CCC1
  96	-0.2	112	90	97	98	100	1
CCCCC(=O)Nc1ccccc1C(=O)OCC(=O)c1ccc2c(c1)OCCO2
  102	0.4	91	98	88	97	100	2
Cn1c(SCC(=O)Nc2ccc(N3CCOCC3)cc2)nnc1-c1ccccc1F
  103	0.0	85	95	97	101	109	8
O=C(NCCOc1ccc(F)cc1)C1CCN(S(=O)(=O)c2ccccc2)CC1
  96	0.1	101	95	98	98	102	-2
Oc1ccc(Br)cc1/C=N/n1cnc2ccccc21
  107	0.0	112	113	109	100	107	18
CN(C)S(=O)(=O)c1ccc(C(=O)OCC2COC(C)(C)O2)cc1 (stereo not drawn)
  102	0.1	96	104	97	101	94	-4
Cc1ccc(CN(C)C(=O)c2cc(S(=O)(=O)N3CCOCC3)ccc2F)o1
  100	0.0	101	103	93	101	92	1
CCOC(=O)CCCCCC(=O)Nc1ccc2c(c1)C(=O)N([C@H](C)CO)C[C@H](C)[C@@H](CN(C)C(=O)Nc1ccc(OC)cc1)O2
  92	-0.4	95	92	117	100	96	1
COc1ccc(NC(=O)CSc2nc3n[nH]c(C)c3c(=N)n2-c2ccc(Cl)c(C)c2)cc1OC
  103	-0.1	95	96	101	99	103	7
CC(=O)N1N=C(c2ccco2)CC1c1cc2cc(C)ccc2nc1Cl (stereo not drawn)
  100	-0.1	110	100	103	109	98	-1
Cc1c(CCC(=O)O)c(=O)oc2c(C)c3occ(-c4ccc(Cl)cc4)c3cc12
  102	0.1	98	108	103	100	94	.
COc1ccc(NC(=S)N2CCN(S(C)(=O)=O)CC2)cc1OC
  112	-0.1	75	101	96	96	91	3
Cc1ccc(C(=O)N/N=C\c2ccc(-c3ccc([N+](=O)[O-])cc3)o2)cn1
  93	0.0	104	99	98	93	104	13
COC(=O)c1ccc(N2CCC(c3cc(-c4ccc(OC)cc4)n[nH]3)CC2)c([N+](=O)[O-])c1
  100	0.2	106	111	148	100	96	-1
CC(=O)c1ccc(-n2ccnc2)cc1
  100	0.0	.	98	89	.	.	3
CCN(CC)C(=O)CSc1nc2ccccc2n1CC(=O)N1CCN(c2ccccc2OC)CC1
  98	0.0	103	101	107	102	105	4
CCC(=NNC(=O)c1cccc(S(=O)(=O)N2CCOCC2)c1)c1ccccc1
  96	-0.1	97	106	94	96	93	2
CC(C)C(=O)Nc1cccc(-c2cnc3ccccc3n2)c1
  97	-6.5	114	103	91	92	90	-2
CCCc1nc([N+](=O)[O-])c(S(=O)(=O)c2ccccc2)n1CC(C)C
  106	0.0	90	109	95	101	107	-4
Cc1nc(N2CCN(C(=O)c3ccco3)CC2)c(C#N)c2c1CCCC2
  95	0.2	93	95	113	86	88	5
COc1ccc(N2CCC(CNC(=S)Nc3cc(C)cc(C)c3)C2)cc1 (stereo not drawn)
  95	-0.2	124	101	91	109	106	10
CC12COC3(C(=O)Nc4ccccc4)CC1CCC32C (stereo not drawn)
  105	0.1	90	96	116	95	78	2
Cc1ccc(C)c(OCCn2cc(/C=C(\C#N)C(=O)NCc3cccs3)c3ccccc32)c1
  98	0.2	99	102	88	102	99	4
CCOC(=O)c1c(-c2ncc(C(F)(F)F)cc2Cl)noc1C
  94	0.0	94	99	100	100	96	3
Cc1ccc(NC(=O)COC(=O)C2C3CC4OC(=O)C2C4C3)cc1 (stereo not drawn)
  102	0.0	94	103	86	99	103	9
c1ccc2c(c1)nc(N1CCOCC1)c1nncn12
  101	0.0	98	107	103	104	107	3
CCCn1c(-c2cccs2)nc2nc3ccccc3nc21
  102	-0.1	107	101	104	98	98	100*
Cc1ccc(S(=O)(=O)NC2=NCCC2)cc1
  101	0.1	104	103	112	98	93	5
Cc1ccccc1COc1ccc(/C(O)=C2/C(=O)C(=O)N(CCCn3ccnc3)C2c2ccco2)cc1 (stereo not drawn)
  116	0.5	121	120	121	117	93	4
Cc1ccc(NC(=O)CSc2ccc(-c3ccc(-n4cccn4)cc3)nn2)c(C)c1
  85	-0.1	86	86	104	86	90	1
O=C(CN1C(=O)COc2ccccc21)NCCC1=CCCCC1
  99	-0.1	95	99	89	107	104	2
O=C1C2CC=CCC2C(=O)N1CC1CCCO1 (stereo not drawn)
  96	0.0	95	93	84	98	89	0
O=C(NCC1CCCO1)c1cccc(Oc2c(Cl)cccc2[N+](=O)[O-])c1 (stereo not drawn)
  99	0.2	71	91	109	87	111	4
C=CCn1c(=N)n(CC(=O)c2ccc(Br)s2)c2ccccc21
  106	0.0	106	121	105	104	118	80*
CC(C)(C(=O)c1ccccc1)/[N+]([O-])=C/c1ccccc1F
  93	0.2	98	100	104	93	92	0
Cc1nnc(N/N=C/c2cccc(C(F)(F)F)c2)n1N
  101	0.0	93	104	111	99	104	32
C[C@@H]1CCC(=O)N(C[C@@H](C)CC#N)CC1
  93	-0.1	121	84	101	85	92	-1
COc1ccc(C2C3=C(CC(C)(C)CC3=O)N(CC(=O)O)C3=C2C(=O)CC(C)(C)C3)cc1OC
  96	-0.1	95	101	99	105	111	2
COc1cc(/C=C/C(=O)Nc2ccc(C)cc2)cc(OC)c1OC
  100	0.2	104	107	93	94	89	0
CC(=O)Oc1ccc(C(=O)Nc2ccccc2C(=O)Nc2cccc(C(=O)O)c2)cc1
  105	0.1	94	103	95	98	101	1
